# Screening results: PubChem BioAssay, Sanford-Burnham Center for Chemical Genomics
# Mdm2 MdmX PPI: human Mdm2/MdmX binding inhibition; SaOS-2 split-luciferase Mdm2/MdmX complementation, luminescence; inhibition, % at 8 µM; 3% of 330,000 active; AID 485346;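 active = inhibition of at least 50% at 8 µM in the primary screen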
# EBI2 block: antagonists of human EBI2 receptor; AID 651636; P32249; inhibition, % at 5 µM; EBI2 beta-arrestin recruitment, luminescence, 7a,25-OHC stimulated; 0.81% of 360,000 active; in the data active = inhibition above about 38%;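 note: enzyme fragment complementation signal reports receptor beta-arrestin coupling in cells; 0% = agonist plus DMSO wells and 100% = wells without agonist; some results beyond the cut were filed as inactive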
# Target sequence (P32249 whole entry, looked up, the tested form may be a part): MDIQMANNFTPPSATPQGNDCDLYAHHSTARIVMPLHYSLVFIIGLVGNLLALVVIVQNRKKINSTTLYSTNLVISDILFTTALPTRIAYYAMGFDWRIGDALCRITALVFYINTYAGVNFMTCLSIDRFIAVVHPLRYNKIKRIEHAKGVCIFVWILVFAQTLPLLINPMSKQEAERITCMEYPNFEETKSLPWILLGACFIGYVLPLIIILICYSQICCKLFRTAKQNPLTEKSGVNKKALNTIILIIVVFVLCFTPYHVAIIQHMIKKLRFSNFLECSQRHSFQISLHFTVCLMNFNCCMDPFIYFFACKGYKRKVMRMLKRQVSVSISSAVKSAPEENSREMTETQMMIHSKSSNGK
# CXCR6 block: inhibitors of human CXCR6 receptor; CHO-K1 PathHunter CXCR6 beta-arrestin, luminescence; inhibition, % at 20 µM; 0.36% of 360,000 active; in the data active = inhibition above about 34%, passing the limit was not always enough;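 note: antagonist mode with CXCL16 agonist at 10 nM final; 0% = 10 nM CXCL16 with DMSO and 100% = unstimulated wells without agonist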
# CHOP UPR activ: apoptotic UPR (CHOP) activation | CHO-CHOP luciferase reporter, luminescence; percent of tunicamycin response over DMSO baseline | activation, % at 10 µM | AID 449763 | 0.34% of 330,000 active;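 active = at 10 µM dose, activation of 40% or more, normalized to positive control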;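 note: 100% = tunicamycin at 10 µg/mL and 0% = DMSO alone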
#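 Dosing – one dose, 10 µM in 0.5% DMSO · System – CHO-CHOP cells, stable luciferase reporter of PERK-eIF2a-CHOP signalling · Input – 500 cells/well · Control set – tunicamycin 10 µg/mL final as positive, DMSO-only wells as negative · Timing – 6 h compound treatment, 37 °C · Measure – % activation vs tunicamycin · Technique – luminescence read with Steady-Glo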
# CCR6 antag: antagonists of human CCR6 receptor; 0.49% of 340,000 active; CHO-K1 CCR6 PathHunter beta-arrestin, luminescence, CCL20-stimulated; inhibition, % at 20 µM;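 active = compounds whose inhibition of the agonist-driven luminescence signal at 20 µM reaches about 50%, limit read from the data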;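 note: cells stimulated with CCL20 at 14 nM final; plate controls were DMSO with CCL20 for no effect and DMSO without agonist for full effect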
# Target sequence (P51684 whole entry, looked up): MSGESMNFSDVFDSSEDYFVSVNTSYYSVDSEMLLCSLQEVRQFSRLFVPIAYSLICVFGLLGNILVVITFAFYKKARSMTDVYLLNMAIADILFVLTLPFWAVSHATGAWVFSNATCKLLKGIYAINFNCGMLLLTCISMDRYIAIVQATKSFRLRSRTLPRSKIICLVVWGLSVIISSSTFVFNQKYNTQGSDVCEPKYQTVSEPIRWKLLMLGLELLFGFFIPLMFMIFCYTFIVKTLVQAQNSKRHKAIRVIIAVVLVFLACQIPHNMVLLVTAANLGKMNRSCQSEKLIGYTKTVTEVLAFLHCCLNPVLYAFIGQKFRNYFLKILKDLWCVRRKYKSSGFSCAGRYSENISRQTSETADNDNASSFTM
# 697 NFkB inh: lowers PMA/ionomycin-induced NF-kB signal in 697 B cells | 697 B-cell NF-kB luciferase reporter, 16 h | inhibition, % at 4 µM | 0.33% of 330,000 active | AID 435022; in the data active = inhibition above about 35%
# Gli-Sufu antag: antagonists of Gli-Sufu signaling. 0.74% of 340,000 active. inhibition, % at 5 µM. Sufu-KO-LIGHT fibroblasts, Gli luciferase reporter luminescence. AID 588413;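 active = inhibition above about 55%, limit read from the data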;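 note: 0% = DMSO-treated cells and 100% = wells with medium but no cells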
# UPR XBP1 act: activators of adaptive arm of unfolded protein response (XBP1) | CHO-XBP1 luciferase reporter, IRE1-XBP1 UPR activation, luminescence; percent of tunicamycin response, DMSO as zero | activation, % at 20 µM | 0.33% of 330,000 active | AID 463104;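 active = versus positive control, 20 µM dose yields 30% or more activation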;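 note: 100% = tunicamycin at 10 µg/mL and 0% = DMSO only wells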
#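 Assay system: IRE1-XBP1 luciferase reporter CHO line. Input: 1000 cells/well. Buffer or medium: F12 with 10% serum. Doses: 20 µM, 1% DMSO. Times: overnight seeding at 37 °C, 6 h compound treatment at 37 °C. Technique: Steady-Glo luciferase glow luminescence, 10 min after reagent addition.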
# Jurkat NFkB inh: inhibitors of the PMA/ionomycin-induced NF-kB reporter in Jurkat cells; PMA/ionomycin-induced NF-kB luciferase reporter, luminescence; inhibition, % at 4 µM; 0.53% of 330,000 active; AID 435003; in the data active = inhibition above about 50%
# * hit, by the source's call; · = no result given. Outcome played no part in choosing rows. About 5% of those tested had a hit in this group.
no.	Structure	Mdm2 MdmX PPI	EBI2 block	CXCR6 block	CHOP UPR activ	CCR6 antag
1	COc1ccc(CCNC(=O)C(=O)NCC2CCCN2S(=O)(=O)c2cccs2)cc1 (stereo unspecified)	15	2	8	3.6	9
2	CC1=C(C(N)=O)C(c2cccnc2)n2nc(-c3cccc(C)c3)nc2N1 (stereo unspecified)	28	-6	7	-2.7	3
3	Cc1ccc(C)c(OCCC(=O)OCC(=O)Nc2ccc(N3CCOCC3)cc2)c1	14	-10	-3	-0.2	11
4	O=C(CN(c1cc(C(F)(F)F)ccc1Cl)S(=O)(=O)c1ccccc1)NCc1cccnc1	18	3	3	0.3	16
5	CC(C)C(C(=O)NCc1ccco1)N(CC1CCCO1)C(=O)CNS(=O)(=O)c1ccccc1 (stereo unspecified)	20	2	4	0.5	8
6	O=C(CSc1n[nH]c(-c2ccccc2)n1)c1ccccc1	-48	3	-6	2.1	8
7	OCCNc1nc(N2CCN(c3ccccc3)CC2)nc2ccccc12	33	3	8	0.6	21
8	CCn1c(SCC(=O)Nc2ccc(N(C)C)cc2)nnc1C1CC1	4	-9	-1	-2.5	8

no.	697 NFkB inh	Gli-Sufu antag	UPR XBP1 act	Jurkat NFkB inh
1	-12	-4	-1	-4
2	-2	-8	-1	-11
3	9	0	1	-2
4	8	1	-4	9
5	19	1	0	6
6	-30	-28	1	4
7	-1	17	2	6
8	21	11	-2	-7

# One compound at a time, from the list above.
# `CC(C)C(C(=O)NCc1ccco1)N(CC1CCCO1)C(=O)CNS(=O)(=O)c1ccccc1` (stereo unspecified) as listed: Mdm2 MdmX PPI = 20; EBI2 block = 2; CXCR6 block = 4; CHOP UPR activ = 0.5; CCR6 antag = 8; 697 NFkB inh = 19; Gli-Sufu antag = 1; UPR XBP1 act = 0; Jurkat NFkB inh = 6
# `Cc1ccc(C)c(OCCC(=O)OCC(=O)Nc2ccc(N3CCOCC3)cc2)c1` as listed: Mdm2 MdmX PPI = 14; EBI2 block = -10; CXCR6 block = -3; CHOP UPR activ = -0.2; CCR6 antag = 11; 697 NFkB inh = 9; Gli-Sufu antag = 0; UPR XBP1 act = 1; Jurkat NFkB inh = -2
# `O=C(CSc1n[nH]c(-c2ccccc2)n1)c1ccccc1` as listed: Mdm2 MdmX PPI = -48; EBI2 block = 3; CXCR6 block = -6; CHOP UPR activ = 2.1; CCR6 antag = 8; 697 NFkB inh = -30; Gli-Sufu antag = -28; UPR XBP1 act = 1; Jurkat NFkB inh = 4

# (cont.)
no.	Structure	Mdm2 MdmX PPI	EBI2 block	CXCR6 block	CHOP UPR activ	CCR6 antag
9	CCOC(=O)[C@@H]1[C@H]2COc3ccc(Br)cc3[C@@H]2N2C(=O)N(c3ccc(OC)cc3)C(=O)[C@@]12C	24	5	13	1.1	-2
10	O=C(CN1CCCCCC1)N1c2ccccc2C=Cc2ccccc21	-12	-10	-2	0.5	-10
11	O=c1ccn(Cc2ccccc2)cc1	-10	-11	1	-0.7	-5
12	COc1ccc(C2C3=C(CC(C)(C)CC3=O)N(CCN3CCOCC3)C3=C2C(=O)CC(C)(C)C3)cc1	1	-6	-4	1.8	-3
13	Cc1ccccc1NC(=O)CCN1C(=O)CSC1=O	17	0	-3	-0.3	3
14	Cc1nnc(SCC(=O)N2CCN(c3ccccc3)CC2)n(N)c1=O	-6	-9	-6	-0.8	2
15	CCCOc1ccc(-c2c(C(=O)N/N=C(\C)c3ccncc3)nnn2-c2nonc2N)cc1	-11	-1	5	-0.5	13
16	Cc1nnc2sc(SCC(=O)Nc3cccc(Cl)c3)nn2c1=O	1	-5	14	2.6	4

no.	697 NFkB inh	Gli-Sufu antag	UPR XBP1 act	Jurkat NFkB inh
9	10	-8	-4	2
10	3	10	2	-5
11	13	5	-1	-12
12	14	0	-2	1
13	2	3	-1	-6
14	3	19	-2	-1
15	-11	-5	-5	3
16	24	-31	-1	1

# 4 of the compounds above, with values under each structure:
# Values run as follows: Mdm2 MdmX PPI, EBI2 block, CXCR6 block, CHOP UPR activ, CCR6 antag, 697 NFkB inh, Gli-Sufu antag, UPR XBP1 act, Jurkat NFkB inh
10) O=C(CN1CCCCCC1)N1c2ccccc2C=Cc2ccccc21
→ -12, -10, -2, 0.5, -10, 3, 10, 2, -5
13) Cc1ccccc1NC(=O)CCN1C(=O)CSC1=O
→ 17, 0, -3, -0.3, 3, 2, 3, -1, -6
11) O=c1ccn(Cc2ccccc2)cc1
→ -10, -11, 1, -0.7, -5, 13, 5, -1, -12
9) CCOC(=O)[C@@H]1[C@H]2COc3ccc(Br)cc3[C@@H]2N2C(=O)N(c3ccc(OC)cc3)C(=O)[C@@]12C
→ 24, 5, 13, 1.1, -2, 10, -8, -4, 2

# Later entries:
no.	Structure	Mdm2 MdmX PPI	EBI2 block	CXCR6 block	CHOP UPR activ	CCR6 antag
17	O=C(CC(=O)c1ccccc1)Nc1ccccn1	-20	6	6	4.8	1
18	Cc1ccc(S(=O)(=O)N(CC(=O)Nc2ccc(C(N)=O)cc2)C(=O)N2CCN(C)CC2)cc1	-13	-2	0	-3.4	-1
19	O=C(c1cccs1)N1CCN(c2ccc(Cl)cc2)CC1	9	-3	-4	3.7	2
20	Cn1c(CNC(=O)c2ccc(Cl)cc2)nnc1SCC(=O)NC1CCCC1	13	1	4	0.6	14
21	CCOc1cc(/C=C2/C(=N)N3N=C(CC)SC3=NC2=O)ccc1OC(=O)c1ccco1	-22	-14	1	1.8	12
22	Cc1ccc(C(=O)NCc2ccccn2)o1	7	-3	-9	-2.6	12
23	O=C(Sc1n[nH]c(=O)[nH]c1=O)c1ccccc1	·	-4	-4	·	-18
24	Cc1n[nH]c(=O)nc1N/N=C/c1ccc(O)c([N+](=O)[O-])c1	-16	-7	14	3.1	31

no.	697 NFkB inh	Gli-Sufu antag	UPR XBP1 act	Jurkat NFkB inh
17	-72	-36	-7	-61
18	3	-8	-4	1
19	-18	-5	-6	5
20	5	-7	-3	19
21	10	-4	-2	10
22	12	-3	-1	-4
23	·	-37	·	·
24	-3	-8	0	2

# Next records follow.
no.	Structure	Mdm2 MdmX PPI	EBI2 block	CXCR6 block	CHOP UPR activ	CCR6 antag
25	CCCCCn1c(SCc2cccc(C)c2)nc2c1c(=O)[nH]c(=O)n2C	24	9	-1	0.7	3
26	CCNC(=O)COC(=O)Cc1ccc(Cl)cc1Cl	2	8	2	-1.5	-9
27	CC1=C(C(=O)NC(C)C)C2(CCC(C)CC2)OC1=O (stereo unspecified)	13	-1	2	3.5	3
28	Cn1cccc1/C=N/NC(=O)c1ccncc1	11	-3	-1	0.3	-2
29	COc1cc(O)c(C(CC(=O)N2CCCC2)c2ccc3c(c2)OCO3)c(OC)c1 (stereo unspecified)	-14	-7	-2	1.0	6
30	Cc1cc(-c2ccccc2)nc(SCc2ccc(C(=O)O)o2)n1	20	4	0	-3.0	15
31	O=C1CCCC2=C1C(c1cccs1)CC(=O)N2c1ccc(F)cc1 (stereo unspecified)	-5	-7	0	0.5	1
32	O=CNCc1nc2ccccc2n1CCc1ccccc1	1	1	2	0.4	15

no.	697 NFkB inh	Gli-Sufu antag	UPR XBP1 act	Jurkat NFkB inh
25	-19	0	0	-2
26	8	-11	-2	7
27	17	5	-2	10
28	1	-2	0	5
29	-2	-9	3	4
30	15	-30	0	-2
31	-15	-4	-3	-8
32	-54	-1	-4	-29

# (list continues)
no.	Structure	Mdm2 MdmX PPI	EBI2 block	CXCR6 block	CHOP UPR activ	CCR6 antag
33	COc1ccc(NC(=O)c2ccc(CNS(=O)(=O)c3cccc(OC)c3)cc2)cc1	23	29	8	0.1	-25
34	O=C(COC(=O)c1ccc(S(=O)(=O)NCc2ccco2)cc1)NCCC1=CCCCC1	12	-4	-8	1.5	-5
35	CCCN1C(=O)C2(C(C(=O)c3ccc(C)o3)=C(O)C(=O)N2CCCN2CCOCC2)c2ccccc21 (stereo unspecified)	-9	-8	-2	0.8	6
36	CC(C)CCOc1ccc(CO[C@@H]2[C@H]3OC(C)(C)O[C@H]3O[C@@H]2C(O)CO)cc1 (stereo partly specified)	20	-9	5	-3.1	-1
37	O=C(c1cccnc1)N1CCc2ccccc2C1	32	2	-2	-0.9	-10
38	C(=C1c2ccccc2-c2ccccc21)c1ccccn1	·	-16	1	·	1
39	O=C(CSc1nc(-c2ccco2)cc(C(F)(F)F)n1)Nc1ccc(C(=O)N2CCOCC2)cc1	20	-6	2	-1.4	-11
40	COCCNC(=O)Nc1ccc(F)cc1	-1	3	4	1.6	5

no.	697 NFkB inh	Gli-Sufu antag	UPR XBP1 act	Jurkat NFkB inh
33	-31	2	0	-29
34	2	0	-1	8
35	1	-13	-1	4
36	-18	-9	-2	-18
37	18	11	-1	1
38	·	-9	·	·
39	-3	-12	2	11
40	6	2	-3	0

# More records.
no.	Structure	Mdm2 MdmX PPI	EBI2 block	CXCR6 block	CHOP UPR activ	CCR6 antag
41	CCC(C)(C)NC(=O)Cc1ccccc1OC	-4	-1	-3	-1.9	8
42	O=C(NCC(F)(F)F)Nc1cccnc1	-6	-3	4	-1.4	3
43	Cc1cc(=O)oc2cc(OCC(=O)N3CC[C@@]4(O)CCCC[C@H]4C3)c(Cl)cc12	3	-6	8	-1.0	16
44	CCc1c(C(=O)Nc2cc(C(=O)OC)ccc2C)csc1C	5	-7	1	-2.4	14

no.	697 NFkB inh	Gli-Sufu antag	UPR XBP1 act	Jurkat NFkB inh
41	16	0	5	-10
42	10	-12	-2	-13
43	12	1	-2	-5
44	18	2	-6	-6
